# EBI2 antag: blocks human EBI2 receptor beta-arrestin signaling; P32249; EBI2 beta-arrestin recruitment, luminescence, 7a,25-OHC stimulated; inhibition, % at 5 µM; 0.81% of 360,000 active; AID 651636; in the data active = inhibition above about 38%;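 also: enzyme fragment complementation signal reports receptor beta-arrestin coupling in cells; 0% = agonist plus DMSO wells and 100% = wells without agonist; some results beyond the cut were filed as inactive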
# APJ antagonist: APJ receptor antagonism | inhibition, % at 20 µM | 0.32% of 330,000 active | CHO-K1 APJ beta-arrestin complementation, luminescence | P35414;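 active = inhibition above about 40% at 20 µM, limit read from the data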;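 also: cells challenged with 10 nM apelin-13 agonist together with compound; plate controls were apelin-13 plus DMSO wells for no effect and DMSO wells lacking apelin-13 for full effect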
# Gli-Sufu antag: Gli-Sufu pathway antagonism. inhibition, % at 5 µM. 0.74% of 340,000 active. Sufu-KO-LIGHT fibroblasts, Gli luciferase reporter luminescence. AID 588413;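 active = inhibition above about 55%, limit read from the data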;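 also: 0% = DMSO-treated cells and 100% = wells with medium but no cells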
# CXCR6 inh: inhibitors of human CXCR6 receptor. O00574. CHO-K1 PathHunter CXCR6 beta-arrestin, luminescence. inhibition, % at 20 µM. 0.36% of 360,000 active. AID 602244; in the data active = inhibition above about 34%, passing the limit was not always enough;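 also: antagonist mode with CXCL16 agonist at 10 nM final; 0% = 10 nM CXCL16 with DMSO and 100% = unstimulated wells without agonist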
# Target sequence (O00574 whole entry, looked up): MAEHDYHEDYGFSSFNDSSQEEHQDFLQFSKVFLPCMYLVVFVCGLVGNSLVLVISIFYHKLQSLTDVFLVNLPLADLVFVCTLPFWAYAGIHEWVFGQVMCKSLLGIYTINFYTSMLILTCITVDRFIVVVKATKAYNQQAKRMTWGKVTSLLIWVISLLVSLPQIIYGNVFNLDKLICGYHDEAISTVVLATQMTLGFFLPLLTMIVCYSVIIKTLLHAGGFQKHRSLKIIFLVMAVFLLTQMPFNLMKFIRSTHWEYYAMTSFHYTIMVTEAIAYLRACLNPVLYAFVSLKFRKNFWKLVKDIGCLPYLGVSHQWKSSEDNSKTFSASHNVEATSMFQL
# CCR6 antag: CCR6 (human) receptor antagonism. inhibition, % at 20 µM. P51684. AID 493098. 0.49% of 340,000 active. CHO-K1 CCR6 PathHunter beta-arrestin, luminescence, CCL20-stimulated;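 active = compounds whose inhibition of the agonist-driven luminescence signal at 20 µM reaches about 50%, limit read from the data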;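 also: cells stimulated with CCL20 at 14 nM final; plate controls were DMSO with CCL20 for no effect and DMSO without agonist for full effect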
# Target sequence (P51684 whole entry, looked up): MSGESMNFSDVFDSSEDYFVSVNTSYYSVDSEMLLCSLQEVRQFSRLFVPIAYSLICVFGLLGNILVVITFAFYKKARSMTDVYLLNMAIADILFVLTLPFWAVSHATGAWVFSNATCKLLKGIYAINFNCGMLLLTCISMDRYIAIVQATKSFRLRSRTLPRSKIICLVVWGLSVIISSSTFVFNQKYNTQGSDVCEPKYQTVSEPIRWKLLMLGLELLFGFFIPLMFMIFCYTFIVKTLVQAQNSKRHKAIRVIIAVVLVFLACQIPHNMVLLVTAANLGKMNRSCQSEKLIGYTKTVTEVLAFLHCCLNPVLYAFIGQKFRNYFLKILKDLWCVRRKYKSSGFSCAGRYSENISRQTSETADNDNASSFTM
# ATG4B inhibitor: inhibitors of human ATG4B cysteine protease. 0.51% of 340,000 active. Q9Y4P1. ATG4B cleavage of LC3-PLA2, NBD-HPC fluorescence, 1 h. inhibition, % at 8.33 µM; in the data active = inhibition above about 40%
# APJ ag: agonists of human APJ apelin receptor; activation, % at 20 µM; 0.11% of 330,000 active; CHO-K1 APJ PathHunter beta-arrestin, luminescence; 0% DMSO wells, 100% apelin; AID 2520; P35414;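 active = activation more than six SD over the plate average, tested at 20 µM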;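 also: 0% = DMSO alone and 100% = apelin-13 at 10 nM; some results filed as inactive read as strong as hits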
#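 Material: CHO-K1 APJ beta-arrestin complementation cell line; Input: cell density 1000 per well; Incubation: compound stimulation 90 min at 25 °C, detection 60 min; Signal: luminescence from split beta-galactosidase complementation, Galacton Star/Emerald II substrate; Controls: DMSO-only wells as negative, 10 nM Apelin-13 as positive control.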
# UBC13 polyUb: blocks human UBC13 polyubiquitin chain formation; AID 485273; inhibition, % at 20 µM; 0.47% of 330,000 active; TR-FRET; in the data active = inhibition above about 45%, passing the limit was not always enough
# Target sequence (P61088 whole entry, looked up): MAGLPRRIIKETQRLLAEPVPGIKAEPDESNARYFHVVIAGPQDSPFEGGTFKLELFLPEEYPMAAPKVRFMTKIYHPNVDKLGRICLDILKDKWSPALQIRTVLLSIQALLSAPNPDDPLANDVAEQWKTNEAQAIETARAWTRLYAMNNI
# Active calls of the source: *; / = not tested or not shown. Hits appear at their usual frequency; about 3% have a hit in one of these screens.
SMILES,EBI2 antag,APJ antagonist,Gli-Sufu antag,CXCR6 inh,CCR6 antag,ATG4B inhibitor,APJ ag,UBC13 polyUb
CC(C)(C)c1ccc(OCCNC(=O)Cc2ccc(F)cc2)cc1,-1,1,-5,-5,7,30,-3,4
O=C(c1cnn2c(C(F)F)cc(-c3ccccc3)nc12)N1CCOCC1,-5,4,2,8,-8,-7,0,-2
CN1CCN(C(=S)NCCc2ccccc2)CC1,-6,5,-14,-3,-7,-14,0,5
Cc1nnc(C)c2c(C)n(-c3ccc(Cl)c(N)c3)c(C)c12,1,12,36,-2,17,-3,-5,4
O=S(=O)(Cc1ccc(Cl)cc1)c1ccccc1-c1nnc(-c2ccc(Cl)cc2)o1,13,12,21,4,11,1,-5,-7
O=C(CCCn1c(=S)[nH]c2ccccc2c1=O)NCc1ccco1,1,10,47,-4,14,-6,-6,9
COCCn1c(SCC(=O)N2CCc3ccccc3C2)nc2ccccc2c1=O,7,-4,12,-8,17,38,-1,0
O=c1c(-c2ccccc2)c(O)nc(SCCN2CCOCC2)n1-c1ccccc1,3,3,-2,-8,1,-2,-1,-5
CCNC(=S)N/N=C/c1sc(N2CCCCC2)nc1-c1cccs1,9,9,-17,8,5,-9,-1,6
CS(=O)(=O)N(CCc1ccccc1)CC(=O)N1CCCC1,-12,2,-5,4,-5,-2,-1,5
Cc1cc(C)c(OCC(=O)OC(C)C(=O)NCc2ccccc2)c(C)c1 (centres undefined),10,8,-10,2,9,-7,2,0
CCOc1cccc(/C(O)=C2/C(=O)C(=O)N(Cc3cccnc3)C2c2ccco2)c1 (centres undefined),4,11,4,-2,6,-10,1,-7
O=[N+]([O-])c1ccc(N/N=C2/CCCCC2c2ccccn2)c([N+](=O)[O-])c1 (centres undefined),2,-2,0,3,6,-4,0,-35
CCOC(=O)CNC(=S)N(CCCN1CCCC1)Cc1cccs1,0,14,8,2,23,4,-9,3
Cc1c(NC(=O)c2ccc3c(c2)C(=O)N(Cc2ccco2)C3=O)cccc1C(=O)O,-7,-5,2,5,-8,-4,-3,5
O=C(Nc1ccccc1)Nc1ccccn1,-7,10,-31,-1,5,-9,-4,20
COC(=O)c1cc2nc(-c3ccc(OC)c(OC)c3)cc(C(F)(F)F)n2n1,-1,21,4,6,4,-10,0,4
COc1ccc(S(=O)(=O)N2CCc3ccccc32)cc1C(=O)OCc1nnc(-c2ccccc2)o1,1,-19,-5,0,-4,-8,0,2
O=C(CC12CC3CC(CC(Br)(C3)C1)C2)Nc1nncs1,13,9,/,14,12,2,-3,-2
CN(Cc1ccccc1)C(=O)COC(=O)c1ccc2ccccc2n1,-8,12,-2,-1,17,4,-2,9
CN(C(=O)Cc1csc(-c2ccccc2)n1)c1c(N)n(Cc2ccccc2)c(=O)[nH]c1=O,-3,10,0,3,2,6,-3,0
O=C(N/N=C/c1cccc(O)c1)c1ccc2c(c1)OCCO2,-5,0,-77,1,7,-1,0,0
Cc1ccc(CNC(=O)C2CCC(=O)N(C3CCCC3)C2)c(F)c1F (centres undefined),-1,-5,1,0,0,1,-8,6
N#Cc1ccccc1S(=O)(=O)N1CCN(C(=O)Cc2n[nH]c(=O)c3ccccc23)CC1,1,5,5,6,9,-6,0,-13
C#CCOCCOCCOCCNc1nc(N2CCN(C(=O)C([C@@H](C)O)n3cc([C@@H](N)CCCCN)nn3)CC2)nc(N2CCN(C(=O)[C@H](CCCCN)n3cc([C@@H](N)CC(N)=O)nn3)CC2)n1 (some centres undefined),-4,8,-2,8,-12,-7,-3,103*
# Additional records follow.
SMILES,EBI2 antag,APJ antagonist,Gli-Sufu antag,CXCR6 inh,CCR6 antag,ATG4B inhibitor,APJ ag,UBC13 polyUb
CCOC(=O)c1c(C)nc(C)c(C(=O)OCC)c1-c1ccccc1,8,-1,-3,-10,-11,4,-4,-8
COCCN(CC(=O)Nc1cccc(S(=O)(=O)N2CCCC2)c1)Cc1nc2ccccc2c(=O)[nH]1,1,22,5,3,5,-19,5,-4
COc1ccc(NC(=O)CSc2nnc(C3CCCCC3)o2)c(OC)c1,-2,-3,-2,7,6,5,6,1
CC(=O)c1sc(NC(=O)c2oc3ccc(F)cc3c2C)nc1C,-7,14,-70,2,15,-19,-3,-1
O=c1c2ccccc2cnn1CCOc1cccc(Br)c1,3,14,-79,10,20,-6,-1,8
Cc1ccc(S(=O)(=O)NCC(=O)N2CCN(c3ccc(F)cc3)CC2)cc1,8,2,-8,1,3,-5,0,-6
CC(C)(C)OC(=O)N[C@@H](Cc1ccccc1)c1nnc(SCC(N)=O)o1,6,-31,6,-1,-12,-11,3,4
CN(Cc1ccccc1)c1ncc(C=O)s1,-3,-5,27,1,0,1,0,-6
CCCCC(=O)Nc1ccc(C(=O)NCc2ccncc2)cc1,0,14,-19,-6,13,1,-3,6
CCc1ccccc1NS(=O)(=O)c1cccc2nsnc12,-9,-6,5,13,12,-4,-2,5
COc1cc2sc3cc(NCCCN4CCOCC4)ccc3c(=O)c2cc1OC,-2,-11,-48,-7,5,-17,7,33
CCN(CC)C(=O)[C@H]1CC(CC(=O)NCc2ccc(OC)c(OC)c2)C(=O)N2CCc3c([nH]c4ccc(OC)cc34)[C@]12C (some centres undefined),1,/,9,11,7,/,/,/
CCC(=O)Nc1ccc(N2CCC(C)CC2)cc1,-10,4,-24,-10,-3,-7,0,1
CC(=O)N1CCN(CC(=O)Nc2sccc2C#N)CC1,-7,0,1,-2,-4,-2,-1,8
Cc1ccc(NC(=O)C2=CCN(S(=O)(=O)c3ccc(F)cc3)CC2)cc1,47*,-10,-1,-4,-6,-13,-2,4
O=C(c1ccccc1)N(CCO)Cc1cc2cc3c(cc2[nH]c1=O)OCCO3,-7,3,-12,-6,3,9,-4,-8
Cn1c(=O)c2c(SCc3ccccn3)nc(CC(C)(C)C)nc2n(C)c1=O,25,4,18,8,20,0,2,9
Cc1cccc(C(=O)OCC(=O)N2CCC(c3ccccc3)=N2)c1O,-7,14,-2,12,15,-1,-6,4
Cc1nnc(SCc2nc3ccccc3s2)n1-c1ccccc1,4,22,-11,2,-4,-3,-5,-2
COC(=O)c1sc(NC(=O)/C=C/c2ccccc2Cl)nc1C,-9,17,-9,4,12,-6,-2,-17
Cn1nnnc1SCC(=O)c1c(N)n(C)c(=O)n(C)c1=O,-3,21,5,3,-7,-2,-1,1
CC12CCC(C(=O)Nc3cccc(NC(=O)C45CCC(C)(C(=O)O4)C5(C)C)n3)(OC1=O)C2(C)C,5,-9,0,-8,-16,-9,3,3
COCCNC(=O)CSc1ccccc1C(=O)NC1CCSc2ccccc21 (centres undefined),6,-4,-10,2,3,-1,0,-6
COc1cc(CNCc2ccc3c(c2)OCO3)c([N+](=O)[O-])cc1OC,-4,-31,-1,1,2,5,5,-3
COc1ccc(NC(=O)N[C@@H](CCSC)C(=O)O)cc1OC,-1,-7,7,-3,8,-1,0,8
# Next section.
SMILES,EBI2 antag,APJ antagonist,Gli-Sufu antag,CXCR6 inh,CCR6 antag,ATG4B inhibitor,APJ ag,UBC13 polyUb
CCOC(=O)C1CCN(CCCSc2ccc(Cl)cc2)CC1,3,-9,-4,2,16,-2,-2,3
COc1ccc(CNC(=O)c2ccccc2C(=O)O)cc1,-2,1,-6,11,-7,-2,0,1
CC[C@@H]1C(=O)[C@H](Cc2ccccc2)[C@H]2CCCC(=O)N3CC[C@@H]1[C@@H]23,2,/,12,-3,1,-7,/,/
Cc1ccc(-c2cnc(N)n2C)cc1C,17,18,-9,23,-4,4,-6,11
O=C1CN(C(=O)c2ccccc2)C(c2ccc(F)cc2)c2cc(Br)ccc2N1 (centres undefined),-9,6,3,-1,16,-13,0,-2
CC(=O)N1CCN(c2ccc(NC(=O)c3cc(Cl)ccc3Cl)cc2)CC1,2,16,-7,-5,5,-4,-1,-7
CCCCCCCCN1C(=O)C(O)=C(C(C)=O)C1c1ccccn1 (centres undefined),12,-12,1,3,0,-2,-2,-8
COc1ccc(-c2cn3cccc(C)c3n2)cc1F,-5,6,-81,0,-5,-13,2,7
CCOC(=O)Cc1csc(SCC(=O)Nc2cc(Cl)ccc2Oc2ccccc2)n1,36,11,-4,6,20,0,3,4
Cc1noc(C)c1CSc1nnc(-c2ccccc2)n1N,5,9,17,5,1,14,-4,4
O=C(c1ccc(F)cc1Cl)N1CCN(CCc2ccccc2)CC1,10,-4,5,-5,9,-3,2,0
O=c1nc2c(O)cccn2c2c1c(=O)[nH]c1ccccc12,-2,/,10,-1,-5,3,/,/
CCOc1cc(C(c2c(C)[nH][nH]c2=O)c2c(C)[nH][nH]c2=O)cc([N+](=O)[O-])c1O,2,35,28,24,48,5,-6,-79
Cn1c(=O)c2[nH]c(CCCCCc3nc4ccccc4[nH]3)nc2n(C)c1=O,-16,/,10,-5,-3,-22,/,/
Cc1ccccc1NC(=O)Cc1nc(COC(=O)c2nc(Cl)ccc2Cl)cs1,-10,-5,-33,-2,5,-11,-3,20
CN(Cc1nccs1)C(=O)C1CCC(=O)N(CCc2ccc(Cl)cc2)C1 (centres undefined),3,-39,0,1,-2,5,1,-3
Cc1ccc(-c2c3c(=O)n(C)c(=O)n(C)c3cn2Cc2cccnc2)cc1,-4,10,-13,2,-6,-11,0,-9
COc1ccc(-c2n[nH]c(=S)n2-c2ccccc2C)cc1OC,-1,-4,4,-3,1,8,0,6
CCSc1ccccc1C(=O)Nc1ccc([N+](=O)[O-])cc1OC,-4,-27,10,3,23,6,-2,-4
NC(=O)c1cc2ccccc2o/c1=N/NC(=O)c1cccc(F)c1,10,10,-3,0,15,6,-5,-4
Cc1cc(C)cc(N2C(=O)C3C4C=CC(C4)C3C2=O)c1 (centres undefined),-13,15,1,-5,1,-9,-2,2
Cc1nnc(C)n1/N=C/c1c(O)ccc2ccccc12,-11,-3,3,-30,-14,-2,-2,2
COCCn1c(-c2ccc(OC(F)(F)C(F)C(F)(F)F)cc2)nc2c1c(=O)[nH]c(=O)n2CC(C)C (centres undefined),-3,-24,3,-4,9,-10,-3,0
COc1cccc(C(c2nnnn2Cc2ccc(F)cc2)N2CCC(C(N)=O)CC2)c1OC (centres undefined),7,8,-2,-6,-9,4,-1,-5
Cc1ccc(-n2cc(CN3CCNC(=O)CC3)c(-c3ccc(F)cc3)n2)cc1,-4,-9,1,-9,1,3,-3,10
# (more compounds)
SMILES,EBI2 antag,APJ antagonist,Gli-Sufu antag,CXCR6 inh,CCR6 antag,ATG4B inhibitor,APJ ag,UBC13 polyUb
COc1ccc(C2(CNC(=O)/C=C/c3ccco3)CCCC2)cc1OC,-6,-5,2,-3,4,1,-2,3
Cc1c(NC(=O)COC(=O)c2cc(-c3ccc(-c4ccccc4)cc3)nc3ccccc23)c(=O)n(-c2ccccc2)n1C,12,/,-103,1,3,-1,/,/
COc1cccc2c(=O)n(CC(=O)NC3CCCC3)ccc12,-1,-63,-9,8,-6,-2,-1,-1
CCOC(=O)c1ccc(NC(=O)NC2CC3CCC(C2)N3Cc2nnnn2C(C)(C)C)cc1 (centres undefined),7,9,0,-12,8,2,-3,3
Cc1cccc(N2CCN(C(=O)c3cc(C)oc3C)CC2C)c1 (centres undefined),-11,-6,7,5,2,-3,-3,-5
CCOCCCn1c(=S)[nH]c2ncccc2c1=O,-6,-15,2,7,1,-6,-6,2
Cc1c(C(=O)N2CCCCC2)c(S(=O)(=O)NCc2ccc(F)cc2)c(C)n1C,-8,-4,-12,9,9,5,1,-3
O=C(Nc1cccc(F)c1)c1ccccc1,1,-13,-17,16,1,-10,-4,4

# Part of the list above with just CXCR6 inh.
mol	CXCR6 inh
CCOCCCn1c(=S)[nH]c2ncccc2c1=O	7
COc1cccc2c(=O)n(CC(=O)NC3CCCC3)ccc12	8
Cc1cccc(N2CCN(C(=O)c3cc(C)oc3C)CC2C)c1 (centres undefined)	5

# Screening results: PubChem BioAssay, Sanford-Burnham Center for Chemical Genomics
